Screening results (PubChem)
TNF necrop inh: inhibitors of TNF-alpha induced necroptosis in Jurkat FADD-/- cells; 220,000 tested, 0.068% active; AID 463075; Jurkat FADD-/- TNF necroptosis rescue, ATP luminescence, 24 h; 0 = TNF only, 100 = no-TNF cells; activation (protection from cell death), % at 10 µM;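 active means activation, meaning protection from cell death, of at least 50% relative to plate controls; inactive means activation below 50%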;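 further: necroptosis triggered by 40 ng/mL TNF-alpha added together with compound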
MDM2 E3 inh: inhibitors of human Mdm2 E3 ubiquitin ligase; Q00987; cell-based MDM2 ubiquitination luciferase reporter, 2 h; 0 = plate control, 100 = twice control, blank-subtracted; signal enhancement, % at 5 µM; 210,000 tested, 0.11% active; AID 1230;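 active means signal enhancement of 30% or more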;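 further: luminescence tracks abundance of the self-degrading MDM2-luciferase fusion protein; higher signal means inhibition of MDM2 E3 ligase activity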
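Test system: mammalian cells stably expressing self-ubiquitinating, self-degrading MDM2 E3–luciferase fusion; Amount: 2000 cells in each well; Medium: DMEM; Schedule: 4 h settle plus 2 h compound, 37 °C; Technique: SteadyLite luciferase luminescence after 15 min room-temperature reagent incubation; Benchmarks: plate control and blank wells.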
PPC-1+TRAIL kill: PPC-1 cancer cell killing with TRAIL present; PPC-1 cells + TRAIL, ATPLite viability luminescence; cell killing (% activity), % at 4 µM; AID 1443; 220,000 tested, 0.41% active;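 active means cell killing above 50% in the first pass at 4 µM, then a duplicate retest at 5 µM averaging 50% or more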;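 further: plate controls were cells with TRAIL plus DMSO for no effect and medium-only wells lacking cells for full effect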
TRPML3 ag: agonists of human TRPML3 channel | AID 1448 | activation, % at 3 µM | HEK293 TRPML3-YFP, Fluo-8 calcium fluorescence; 100% = the carbachol control signal | 220,000 tested, 0.29% active;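 active means activation above its plate's cutoff, the mean activation of the plate's test wells plus 3 SD, cut at about 12% in these data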;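 further: 0% = DMSO only wells and 100% = carbachol wells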
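Test system: HEK293 cells stably carrying human TRPML3-YFP; Doses: single dose, 3 µM final nominal compound, 0.3% DMSO final; Schedule: dye loading 1 h 37 °C then 30 min ambient, 125 s read; Technique: Fluo-8 calcium fluorescence; Benchmarks: high control carbachol 87 µM, low control DMSO.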
CHOP inhibitor: inhibitors of CHOP induction in ER stress response; CHO-K1 CHOP-promoter luciferase, tunicamycin-induced, 15-18 h; inhibition, % at 10 µM; 220,000 tested, 3.8% active;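 active means compounds that reduced the stress-induced luciferase reporter signal by more than about 70% of percent inhibition, limit read from the data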;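 further: 0% = tunicamycin plus vehicle and 100% = wells without tunicamycin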
EBV gp42 block: blocks Epstein-Barr virus glycoprotein 42 binding; Q1HVG2; Fluorescence polarization binding assay, mP read-out; inhibition, % (tested at 21.74 µM); 220,000 tested, 0.42% active; AID 1085; in the data active means inhibition above about 50%
Runt-SMMHC FRET: Runt domain-CBFb-SMMHC interaction inhibition; Q01196+Q13951; inhibition, % at 20 µM; 220,000 tested, 0.74% active; Cerulean-Runt/Venus-CBFb-SMMHC FRET ratio 530/480, 1 h;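 active means mean inhibition across duplicate retests at 20 µM reaching about 50%, limit read from the data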;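 further: 0% = DMSO wells and 100% = wells with excess untagged CBFb-SMMHC; inhibitors lower the FRET ratio by blocking Runt binding to CBFb-SMMHC; some results filed as inactive read as strong as hits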
Target sequence (Q01196 whole entry, looked up, the tested form may be a part): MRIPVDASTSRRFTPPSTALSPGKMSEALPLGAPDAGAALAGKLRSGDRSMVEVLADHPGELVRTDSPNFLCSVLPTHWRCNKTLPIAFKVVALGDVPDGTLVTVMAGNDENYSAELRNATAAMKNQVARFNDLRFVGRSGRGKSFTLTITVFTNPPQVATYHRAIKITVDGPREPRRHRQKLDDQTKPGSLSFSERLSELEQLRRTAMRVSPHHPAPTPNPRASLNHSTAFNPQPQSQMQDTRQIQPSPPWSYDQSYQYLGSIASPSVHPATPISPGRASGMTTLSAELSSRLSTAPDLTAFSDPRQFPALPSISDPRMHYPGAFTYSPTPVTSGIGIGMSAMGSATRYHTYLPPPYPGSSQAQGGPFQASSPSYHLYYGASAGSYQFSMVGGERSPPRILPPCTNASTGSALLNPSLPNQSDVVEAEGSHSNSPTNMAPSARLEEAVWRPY
Target sequence (Q13951 whole entry, looked up, the tested form may be a part): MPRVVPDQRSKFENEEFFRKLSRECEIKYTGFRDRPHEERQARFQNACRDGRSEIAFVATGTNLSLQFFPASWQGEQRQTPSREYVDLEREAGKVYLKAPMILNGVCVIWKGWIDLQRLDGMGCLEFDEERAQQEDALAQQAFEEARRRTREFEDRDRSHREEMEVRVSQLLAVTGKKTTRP
p47phox inh: blocks human p47phox regulatory protein of NADPH oxidases; p47phox/p22phox peptide binding, fluorescence polarization, 2 h; inhibition, % at 24.7 µM; P14598; 220,000 tested, 0.53% active;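 active means inhibition above about 30%, limit read from the data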;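 further: 0% = p47phox with labelled peptide and 100% = labelled peptide alone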
Target sequence (P14598 whole entry, looked up): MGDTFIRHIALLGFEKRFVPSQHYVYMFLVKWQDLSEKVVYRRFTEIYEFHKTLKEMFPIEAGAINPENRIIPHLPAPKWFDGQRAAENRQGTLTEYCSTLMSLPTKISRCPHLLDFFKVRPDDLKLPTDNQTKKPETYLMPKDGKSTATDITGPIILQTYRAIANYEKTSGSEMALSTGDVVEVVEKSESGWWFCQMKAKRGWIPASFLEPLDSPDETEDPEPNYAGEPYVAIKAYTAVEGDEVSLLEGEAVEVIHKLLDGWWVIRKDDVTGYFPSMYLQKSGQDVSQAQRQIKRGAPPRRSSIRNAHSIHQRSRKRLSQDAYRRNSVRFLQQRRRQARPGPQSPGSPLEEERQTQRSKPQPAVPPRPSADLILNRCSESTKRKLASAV
TRPN1 ag: agonists of zebrafish TRPN1 channel | HEK293 zebrafish TRPN1-YFP, Fluo-8 calcium fluorescence; 100% = response to 87 µM carbachol | activation, % at 3 µM | 220,000 tested, 0.18% active;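 active means activation above its plate's cutoff, the mean activation of test wells on that plate plus 3 SD, cut at about 19% in these data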;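 further: 0% = DMSO alone and 100% = 87 µM carbachol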
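Material: zebrafish TRPN1-YFP in HEK293 cells. Doses: one dose of 3 µM, 0.3% DMSO. Incubation: dye 1 h 37 °C plus 30 min RT. Measured by: intracellular calcium fluorescence with Fluo-8.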
* = called active by the depositor; nt = no result given.

1	CC(C)COCC1CC2(CC(C)(c3csc(N)n3)OC2=O)C(=O)O1 (configuration not stated)
2	O=C(Oc1ccc(Cl)c2cccnc12)N1CCCCC1
3	COC(=O)c1cc(=O)n(Cc2ccco2)c(=Nc2ccc(F)c(Cl)c2)s1
4	C/C=C(/C)C(=O)O[C@H]1[C@@H](O)c2c(ccc3ccc(=O)oc23)OC1(C)C
5	O=C(CCn1nnc2ccccc2c1=O)N[C@@H](Cc1c[nH]c2ccccc12)C(=O)O
6	CCCn1c(SCC(=O)N2N=C3/C(=C/c4ccc(OC)cc4)CCCC3C2c2ccc(OC)cc2)n[nH]c1=O (configuration not stated)
7	C=CCC1(CC=C)CCCN1C(=O)CC1C(=O)NCCN1Cc1ccc(OC)c(OC)c1 (configuration not stated)
8	COC(=O)c1cc(OC)c(OC)cc1NC(=S)N1CCN(Cc2ccccc2)CC1

Screen / compound no. | 1 | 2 | 3 | 4 | 5 | 6 | 7 | 8
EBV gp42 block | -13 | -18 | -15 | -15 | -8 | 5 | -7 | -3
TRPML3 ag | 0.5 | 0.5 | -0.4 | -0.1 | 0.0 | 6.2 | 0.5 | -1.0
p47phox inh | 10 | -7 | -12 | -11 | -16 | -24 | 1 | -9
TRPN1 ag | 0.1 | -0.1 | -0.5 | 0.7 | 1.3 | 14 | -0.1 | -1.2
MDM2 E3 inh | -11 | -8 | -4 | nt | -8 | -2 | 1 | -1
TNF necrop inh | 0.4 | -1.0 | -9.0 | -1.1 | -0.2 | -0.7 | 0.5 | 0.1
Runt-SMMHC FRET | -5 | 2 | 4 | 1 | 1 | 0 | 3 | 0
CHOP inhibitor | -5 | 9 | 29 | 11 | 6 | 71* | 24 | 2
PPC-1+TRAIL kill | 19 | -18 | 13 | 25 | -13 | -39 | -6 | 19

9	COc1cc(/C=N/NC(=O)Cn2cnc3c2c(=O)n(C)c(=O)n3C)cc(OC)c1OC
10	CSCCC(NS(=O)(=O)c1ccc2c(c1)oc(=O)n2C)C(=O)NCc1ccccc1 (configuration not stated)
11	CCOC(=O)C1CCCN(CC(O)COc2ccc(OC)cc2C(C)(C)C)C1 (configuration not stated)
12	COc1cccc(C2CC(c3c(Cl)cccc3Cl)n3nc(N)nc3N2)c1 (configuration not stated)
13	Cn1c(=O)c(C(=O)COC(=O)c2cc(C3CC3)nc3ccccc23)c(N)n(Cc2ccccc2)c1=O
14	CCCCNC(=O)NNC(=O)COc1cccc(C)c1C
15	CCOC(=O)CCNC(=O)N1CCCC(C(=O)c2ccc3c(c2)OCO3)C1 (configuration not stated)
16	O=C(NNC(=S)Nc1ccc(Br)cc1Cl)c1ccncc1

Screen / compound no. | 9 | 10 | 11 | 12 | 13 | 14 | 15 | 16
EBV gp42 block | -8 | -7 | 11 | -10 | -19 | -5 | 7 | 4
TRPML3 ag | 0.5 | -0.1 | 0.2 | 0.9 | 1.1 | 1.0 | 0.5 | -0.1
p47phox inh | -6 | 1 | -10 | -9 | -71 | -4 | -4 | -12
TRPN1 ag | 1.2 | -0.7 | 0.7 | 2.8 | 1.3 | -0.7 | -0.4 | -1.7
MDM2 E3 inh | -3 | 2 | 0 | 15 | nt | 17 | -5 | -2
TNF necrop inh | 1.9 | 2.4 | -2.8 | 0.0 | 2.9 | 0.6 | 0.4 | -8.6
Runt-SMMHC FRET | -2 | -1 | -1 | -1 | -1 | 5 | 3 | -2
CHOP inhibitor | 19 | 18 | 53 | -31 | 10 | 9 | 34 | 11
PPC-1+TRAIL kill | 2 | -7 | 2 | -4 | 20 | 19 | 12 | 9

17	Cc1ccc(NC(=O)c2cccnc2)cc1S(=O)(=O)N(C)C
18	C/C(=C(\C#N)C(=O)NCc1ccccc1)N(C)C
19	COc1ccc(OC)c(-c2csc(N(CC3CCCO3)C(=O)C3CCCCC3)n2)c1 (configuration not stated)
20	COc1ccc(CCNC(=O)c2ccccc2N(C)S(=O)(=O)c2ccccc2)cc1
21	Cn1nc(C(=O)Nc2ccc(S(=O)(=O)N3CCCCC3)cc2)c2ccccc2c1=O
22	CCOC(=O)C(CC(=O)O)N1CCCCC1 (configuration not stated)
23	Cc1ccccc1NC(=S)N(Cc1ccccc1)Cc1cccs1
24	Cc1ccc(N=Nc2ccc(C)cc2NC(=O)Nc2ccccc2F)cc1

Screen / compound no. | 17 | 18 | 19 | 20 | 21 | 22 | 23 | 24
EBV gp42 block | -13 | 1 | 8 | 4 | -5 | -7 | -17 | -11
TRPML3 ag | -0.1 | 0.3 | -0.3 | 0.2 | 0.8 | 0.4 | -1.1 | 0.6
p47phox inh | -5 | 3 | -10 | -4 | -7 | -1 | -4 | -9
TRPN1 ag | 0.4 | -0.8 | 0.5 | -2.9 | 0.5 | 0.7 | -1.2 | 0.4
MDM2 E3 inh | -9 | -9 | -14 | 0 | -8 | 2 | 1 | -22
TNF necrop inh | 1.5 | 1.6 | 2.7 | 2.7 | -1.9 | 0.3 | -0.6 | -0.6
Runt-SMMHC FRET | -1 | -6 | -1 | -5 | -4 | 0 | 1 | -3
CHOP inhibitor | 8 | -16 | -7 | 15 | 9 | 19 | -6 | 21
PPC-1+TRAIL kill | 22 | 33 | 14 | 24 | -13 | 8 | 10 | -2

Results in sequence from the entries so far:
Compounds 1–8 in TNF necrop inh: 0.4, -1.0, -9.0, -1.1, -0.2, -0.7, 0.5, 0.1
Compounds 1–8 in p47phox inh: 10, -7, -12, -11, -16, -24, 1, -9
Compounds 1–8 in MDM2 E3 inh: -11, -8, -4, nt, -8, -2, 1, -1

Going on with the list:
25	COc1ccc(C(=O)Nc2ccc3oc(-c4cccc(Cl)c4)cc(=O)c3c2O)cc1
26	CCc1ccccc1NC(=O)CN(c1cccc(OC)c1)S(C)(=O)=O
27	COc1ccc(NC(=O)COC(=O)C2CCN(S(=O)(=O)c3cccs3)CC2)cc1
28	C/C(=C\c1ccccc1)C(=O)Nc1nc2ccc([N+](=O)[O-])cc2s1
29	COc1ccccc1C(CC(=O)Nc1ccc(Cl)cc1)c1ccc(OC(C)C)cc1 (configuration not stated)
30	COc1ccccc1/C=C/C=N/NC(=O)c1ccc(=O)n(C)c1
31	Cc1nn(-c2ccccc2)c(C)c1/C=N/NC(=O)c1cnccn1
32	Nc1ccc(Oc2ccc3nc(-c4ccccc4)c(-c4ccccc4)nc3c2)cc1

Screen / compound no. | 25 | 26 | 27 | 28 | 29 | 30 | 31 | 32
EBV gp42 block | -6 | -2 | -1 | -2 | -9 | 9 | -6 | -15
TRPML3 ag | nt | 0.2 | 2.7 | 0.3 | 0.8 | 0.8 | 1.1 | 0.4
p47phox inh | 20 | -8 | 2 | 1 | -1 | 1 | -3 | -1
TRPN1 ag | nt | -0.3 | 2.8 | 0.1 | -1.1 | -0.1 | 0.2 | 0.8
MDM2 E3 inh | -9 | 5 | 1 | 2 | -16 | -2 | 3 | -4
TNF necrop inh | -3.6 | 0.1 | 0.6 | 2.2 | 1.8 | -0.9 | -2.1 | -10
Runt-SMMHC FRET | -6 | 3 | -3 | 21 | -3 | 1 | 1 | -4
CHOP inhibitor | 26 | 49 | 78* | -13 | 42 | 17 | 0 | 34
PPC-1+TRAIL kill | 7 | 15 | 7 | -9 | 19 | 5 | 10 | -13

33	CCOC(=O)C1CCN(C(=O)c2cccc(Cl)c2)CC1
34	CCOc1cccc(OCCCOc2cccc3cccnc23)c1
35	CC(C)(C)c1ccc(CN2N=C(/C=C/c3ccccc3)CCC2=O)cc1
36	COc1cc(SC)ccc1C(=O)NCCOc1ccc(F)cc1
37	CN(c1cnn(-c2ccccc2)c(=O)c1Cl)n1cccc1
38	Cc1ccc(N2CSC3=C(C#N)C(c4cccs4)CC(=O)N3C2)cc1 (configuration not stated)
39	COCCCNC(=O)Cn1nnc(-c2ccc(NC(=O)c3ccccc3OC)cc2)n1
40	CSC(=Nc1ccccc1)Nc1ccccc1

Screen / compound no. | 33 | 34 | 35 | 36 | 37 | 38 | 39 | 40
EBV gp42 block | -4 | -4 | -13 | 4 | 0 | -14 | -6 | -12
TRPML3 ag | 0.6 | -0.8 | 0.0 | 0.1 | -0.1 | 0.7 | 0.1 | -0.2
p47phox inh | -10 | 7 | -18 | -9 | 3 | -13 | -8 | 1
TRPN1 ag | 0.5 | 0.5 | 1.9 | -0.5 | -2.1 | 3.4 | 1.5 | -0.7
MDM2 E3 inh | -11 | -11 | 1 | -17 | -5 | -19 | -10 | -10
TNF necrop inh | -0.4 | 1.6 | 0.9 | 2.1 | -0.1 | -3.6 | -1.5 | 11
Runt-SMMHC FRET | -3 | -1 | -8 | 2 | -1 | 30 | 1 | -4
CHOP inhibitor | 3 | 6 | 58 | 28 | -4 | 27 | 36 | 14
PPC-1+TRAIL kill | 4 | 14 | 7 | 6 | 5 | 16 | 23 | -11

41	Cn1c(SCC(N)=O)nnc1C1CCN(C(=O)NC2CCCCC2)CC1
42	N[C@@H](Cc1ccccc1)c1nnc(SCc2ccccc2Cl)o1
43	Cc1ccc(C(C)C)c(OCc2nn(CC(=O)c3ccc(OC(F)F)cc3)c3[n+]2CCCCC3)c1
44	N#Cc1c(SCC(=O)O)nc(N2CCOCC2)c2c1CCCC2

Screen / compound no. | 41 | 42 | 43 | 44
EBV gp42 block | -15 | -15 | 4 | -4
TRPML3 ag | -1.1 | -1.1 | -0.3 | 0.8
p47phox inh | -4 | 0 | -1 | -8
TRPN1 ag | -0.6 | -0.7 | -2.0 | 1.4
MDM2 E3 inh | -9 | -12 | -24 | -2
TNF necrop inh | -1.2 | 0.7 | -11 | 4.0
Runt-SMMHC FRET | -4 | 2 | -6 | 1
CHOP inhibitor | 7 | 22 | 13 | 0
PPC-1+TRAIL kill | 16 | -2 | 40 | 21

One compound at a time, from the list above:
C=CCC1(CC=C)CCCN1C(=O)CC1C(=O)NCCN1Cc1ccc(OC)c(OC)c1 (configuration not stated) is entered as EBV gp42 block: -7; TRPML3 ag: 0.5; p47phox inh: 1; TRPN1 ag: -0.1; MDM2 E3 inh: 1; TNF necrop inh: 0.5; Runt-SMMHC FRET: 3; CHOP inhibitor: 24; PPC-1+TRAIL kill: -6
Cn1c(SCC(N)=O)nnc1C1CCN(C(=O)NC2CCCCC2)CC1 is entered as EBV gp42 block: -15; TRPML3 ag: -1.1; p47phox inh: -4; TRPN1 ag: -0.6; MDM2 E3 inh: -9; TNF necrop inh: -1.2; Runt-SMMHC FRET: -4; CHOP inhibitor: 7; PPC-1+TRAIL kill: 16

Compounds were not picked by outcome; overall some 5.9% were active at least once.
